RGS12 GoLoco inh: qHTS Assay for Inhibitors of RGS12 GoLoco Motif Activity (Red Fluorophore) | 230,000 tested, 0.44% active | Potency, µM (titrated, usually from 61.6 µM), for inactives: top-dose activity, negative = inhibition, actives largely listed as inhibitors | Guanine nucleotide-binding protein G(i) subunit alpha-1 (Homo sapiens), P63096 | Gai1:RGS12 GoLoco peptide FP, rhodamine, 10 min; active = well fitted inhibition curve with a large enough effect, not every such curve was filed as active; inactive = no such curve, though single readings can be large or run the other way; also: % is scaled to controls: 0 for no effect and ±100 for the full control effect; nearly all actives have a fitted effect of over 30% in size; many of its hits are not listed in these tables
IMPase Li inh: qHTS Assay for Identifying the Cell-Membrane Permeable IMPase Inhibitors: Potentiation with Lithium; CHO-M1 cells, IP1 TR-FRET (IP-One), carbachol + lithium; Potency, µM (top dose mostly 59.4 µM), without a hit: at the highest dose activity, negative = IMPase inhibition, actives largely listed as inhibitors; 210,000 tested, 0.35% active; AID 1457, 2008;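 also: IP1 builds up when IMPase is blocked and the TR-FRET signal falls; plate controls were basal vehicle for no effect and high inhibitor control for full effect; nearly all actives have a fitted effect of over 50% in size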
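Test compounds were applied to CHO-M1 cells previously cultured for 16–30 h at 2000 per well. A small lithium amount accompanied them; after 30 min at 37C, IP1 was quantified by TR-FRET.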
SMN2 splice up: qHTS Assay for Enhancers of SMN2 Splice Variant Expression. HEK293 SMN2-luciferase splicing reporter, luminescence, 30-36 h. Potency, µM (highest dose often 46.1 µM), for the others: at the highest dose activity change, positive = activation, hits mostly activators. 210,000 tested, 2.8% active; also: % of control where 0% means no effect; nearly all actives have a fitted effect of over 55% in size
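qHTS luciferase splicing reporter: luminescence rises when SMN2 exon 7 is included in transfected HEK293 cells. Compound exposure lasted 30-36 h at 37C, with 4.5 mM final sodium butyrate as control, followed by a ONE-Glo read.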
RECQ1 inh: qHTS Assay for Inhibitors of RecQ-Like Dna Helicase 1 (RECQ1); ATP-dependent DNA helicase Q1 (Homo sapiens), P46063; RECQ1 DNA unwinding, red fluorescence kinetic read; Potency, µM (titrated, usually from 57.3 µM), without a hit: top-dose activity, negative = inhibition, most hits filed as inhibitors; 240,000 tested, 0.54% active; AID 2549, 2010;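 also: plate controls were vehicle for no effect and no enzyme for full effect; nearly all actives have a fitted effect of over 30% in size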
Target sequence (P46063 whole entry, looked up): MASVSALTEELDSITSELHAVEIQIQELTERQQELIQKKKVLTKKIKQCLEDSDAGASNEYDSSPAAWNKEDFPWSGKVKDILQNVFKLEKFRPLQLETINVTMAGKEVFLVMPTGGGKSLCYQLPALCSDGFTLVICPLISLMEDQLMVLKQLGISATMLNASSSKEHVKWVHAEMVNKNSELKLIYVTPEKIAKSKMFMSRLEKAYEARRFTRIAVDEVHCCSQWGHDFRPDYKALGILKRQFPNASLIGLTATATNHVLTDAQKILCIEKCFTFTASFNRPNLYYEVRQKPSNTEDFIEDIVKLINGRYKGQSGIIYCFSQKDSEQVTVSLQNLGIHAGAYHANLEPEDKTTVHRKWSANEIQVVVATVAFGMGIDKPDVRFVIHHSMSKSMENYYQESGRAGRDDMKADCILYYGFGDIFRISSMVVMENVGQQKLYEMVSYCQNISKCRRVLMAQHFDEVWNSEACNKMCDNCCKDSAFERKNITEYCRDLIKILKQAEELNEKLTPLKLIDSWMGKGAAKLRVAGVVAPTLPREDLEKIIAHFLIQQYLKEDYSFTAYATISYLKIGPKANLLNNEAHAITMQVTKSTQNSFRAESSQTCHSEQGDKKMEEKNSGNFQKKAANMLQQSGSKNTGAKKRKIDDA
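50 nM RECQ1T1 preincubated 15 min with compound in Tris pH 8.0 buffer with MgCl2, DTT, Tween-20 and 2.5 ug/ml poly(dI-dC); started with 200 nM TAMRA/BHQ-2 forked duplex and 2 mM ATP. Unwinding read as fluorescence (525/598 nm), two reads 2 h apart.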
KinaseGlo FLuc: Counterscreen for Luciferase (Kinase-Glo TM) Inhibition | Kinase-Glo luciferase, ATP luminescence, 8 min | Potency, µM (doses to about 38.3 µM), for inactives: top-dose activity change, negative = inhibition, most hits filed as inhibitors | 200,000 tested, 0.28% active | AID 1379, 2008; also: % is scaled to controls: 0 for no effect and ±100 for the full control effect; nearly all actives have a fitted effect of over 60% in size
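Luminescence was the read-out, taken after 8-minute incubation at ambient temperature. Luciferase turned over luciferin with 10 uM ATP in imidazole pH 7.2 buffer containing KCl, MgCl2, Tween 20 and BSA.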
Epigenetic reg: Quantitative High-Throughput Screen for Regulators of Epigenetic Control; Potency, µM (top dose mostly 53.9 µM), without a hit: at the highest dose GFP activation, hits mostly activators; AID 1865, 2009; 280,000 tested, 0.2% active; murine LDR cells, GFP reporter derepression, 30 h; also: % of control where 0% means no effect; nearly all actives have a fitted effect of over 60% in size
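Derepression of a silenced CMV-GFP reporter in murine LDR cells is scored by enumerating GFP-positive cells with a laser-scanning microplate cytometer after 30 hours of treatment at 37 C.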
NPSR antag: qHTS Assay for Antagonists of the Neuropeptide S Receptor: cAMP Signal Transduction; Potency, µM (doses to about 38.3 µM), for inactives: at the highest dose activity change, negative = inhibition, actives largely listed as inhibitors; CHO-NPSR cells, cAMP TR-FRET, antagonist mode; 220,000 tested, 1% active; Q6W5P4; also: % is scaled to controls: 0 for no effect and ±100 for the full control effect; nearly all actives have a fitted effect of over 50% in size; many of its hits are not listed in these tables
KDM4E inh: qHTS Assay for Inhibitors of Human Jumonji Domain Containing 2E (JMJD2E). AID 2147, 2009. Lysine-specific demethylase 4E (Homo sapiens), B2RXH2. 230,000 tested, 1.6% active. JMJD2E catalytic domain, FDH-coupled NADH fluorescence (FDH is formaldehyde dehydrogenase). Potency, µM (top dose mostly 57.1 µM), for the others: at the highest dose activity change, negative = inhibition, actives largely listed as inhibitors; active = well fitted inhibition curve with a large enough effect, not every such curve was filed as active; inconclusive = small, poorly fitted or top-dose-only effect, or another doubt; inactive = no such curve, though single readings can be large or run the other way;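 also: 0% = wells with enzyme and -100% = buffer wells without enzyme; nearly all actives have a fitted effect of over 50% in size; many of its hits are not listed in these tables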
Target sequence (B2RXH2 1-337 limits assumed): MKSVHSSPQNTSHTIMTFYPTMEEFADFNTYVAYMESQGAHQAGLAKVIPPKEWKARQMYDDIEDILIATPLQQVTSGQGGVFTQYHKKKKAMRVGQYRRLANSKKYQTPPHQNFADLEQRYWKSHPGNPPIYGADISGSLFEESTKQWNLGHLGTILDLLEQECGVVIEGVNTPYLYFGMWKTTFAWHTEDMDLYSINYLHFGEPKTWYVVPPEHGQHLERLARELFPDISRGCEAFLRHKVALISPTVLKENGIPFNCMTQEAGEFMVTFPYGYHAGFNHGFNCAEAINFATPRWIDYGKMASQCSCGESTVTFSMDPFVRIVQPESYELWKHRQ
Starred values were filed as active, the others as inactive; i = inactive; u = inconclusive; x = no result given; [ ] = remark or other dose. Unless noted, calls follow the shape of the dose curve; as a rule, active = well fitted curve in the direction sought with a large enough effect; inconclusive = small, poorly fitted or top-dose-only effect, or another doubt; inactive = no such curve, though single readings can be large; an effect the other way counts as inactive or inconclusive. Potency is read from the fitted curve at half-maximal effect. The list is partial; rates above refer to the full screens.

SMILES | RGS12 GoLoco inh | IMPase Li inh | SMN2 splice up | RECQ1 inh | KinaseGlo FLuc | Epigenetic reg | NPSR antag | KDM4E inh
Cc1cc(/C=C2\SC(=S)NC2=O)c(C)n1C1CC1 | 38%[activator] | 17%[38.3 µM] | 14% | -12% | -1% | 0.0% | -23%[46.1 µM] | 1%
C=CCOc1ccnc(-c2ccccc2)n1 | 11% | x | x | 15% | x | -1.3% | 39% | 6%
COc1cccc(S(=O)(=O)Nc2ccc(C(=O)N3CCCCCC3)cc2)c1 | -3% | x | x | -3% | x | 11% | 39% | 6%
O=CN1N=C(c2ccccc2)CC1c1ccccc1[N+](=O)[O-] (stereo unspecified) | -3% | -1% | -26% | -2% | 4% | 0.0% | 13% | -4%
CCC(Sc1nc2ccc(C)cc2[nH]1)C(=O)O (stereo unspecified) | 6% | 5%[38.3 µM] | -21% | 0% | -2% | 3.7% | -27%[46.1 µM] | 4%
O=C(C1CC=CCC1)N1CCC(CO)(Cc2ccc(Cl)cc2)CC1 (stereo unspecified) | -8% | -1% | x | -1% | 2% | -2.9% | 55% | 0%
O=S(=O)(NCCc1ccc2c(c1)OCCO2)c1cccs1 | 7% | -9% | 10% | -3% | 3% | -0.9% | 1%[46.1 µM] | 1%
CC1CCCCC1NC(=S)NC(=O)c1cccs1 (stereo unspecified) | 0% | x | x | -1% | x | 0.0% | -55% | 1%
N#CC1CC(c2ccc([N+](=O)[O-])cc2)=NN1c1ccc([N+](=O)[O-])cc1 (stereo unspecified) | 19% | 8% | -9% | -10% | 1% | 6.7% | -15% | 3%
C/C(=N/NC(=O)CN1CCN(S(=O)(=O)c2ccc(Br)cc2)CC1)c1ccco1 | -9% | 2% | 2% | -4% | 1% | 0.0% | 13% | 11%
O=C1CCCN1CCC1CCCCN1Cc1nc(-c2cnccn2)no1 (stereo unspecified) | -7% | -8% | x | -13% | x | -1.2% | -9% | 0%
CC(=O)Nc1ccc(S(=O)(=O)NC(C)C(=O)OCC(=O)NC2CCCC2)cc1 (stereo unspecified) | 2% | 0% | 18% | -28% | -5% | 0.0% | 10% | 2%
O=c1ccn(C2OC(COP(=O)(O)OP(=O)(O)OP(=O)(O)O)C(O)C2O)c(=O)[nH]1 (stereo unspecified) | 5% | 3% | 6% | -11% | -9% | -2.5% | x | -14%
CC1CCN(CC(C)OC(=O)c2ccc3c(c2)OCCO3)CC1 (stereo unspecified) | -9% | 27%[38.3 µM] | 3% | -9% | 0% | 0.8% | -6%[46.1 µM] | 2%
Clc1ccc(Cn2ncc3c(N4CCCC4)ncnc32)cc1 | -7% | 39%[activator][38.3 µM] | -3% | -14% | -1% | 1.6% | -15%[46.1 µM] | 0%
O=C(NCCN1CCOCC1)c1cccc(S(=O)(=O)N2CCCCCC2)c1 | 0% | 17%[38.3 µM] | u | -12% | 1% | 2.2% | 1%[46.1 µM] | 0%
CC(C)(C)C(=O)CNS(=O)(=O)c1ccc(S(=O)(=O)NC2CCCC2)cc1 | -1% | -1% | -36%[inhibitor] | -4% | 2% | -1.8% | -7%[46.1 µM] | -2%
CN(CC(=O)Nc1ccccc1C(F)(F)F)C(=O)COc1cccnc1[N+](=O)[O-] | -1% | -2% | 9% | -17% | -1% | -3.8% | 15% | 5%
COc1cccc(C2CC(c3ccccc3)n3ncnc3N2)c1 (stereo unspecified) | -10% | -10%[38.3 µM] | -3% | -8% | 0% | -5.9% | -1%[46.1 µM] | 5%
O=C(CCC1CCCC1)Nc1cccc(Cc2ccncc2)c1 | 17% | 6% | 7% | 20% | -6% | 0.0% | -22% | -8%

Pulled by structure from the list above (2):
SMILES | RGS12 GoLoco inh | IMPase Li inh | SMN2 splice up | RECQ1 inh | KinaseGlo FLuc | Epigenetic reg | NPSR antag | KDM4E inh
O=c1ccn(C2OC(COP(=O)(O)OP(=O)(O)OP(=O)(O)O)C(O)C2O)c(=O)[nH]1 (stereo unspecified) | 5% | 3% | 6% | -11% | -9% | -2.5% | x | -14%
C/C(=N/NC(=O)CN1CCN(S(=O)(=O)c2ccc(Br)cc2)CC1)c1ccco1 | -9% | 2% | 2% | -4% | 1% | 0.0% | 13% | 11%

Returning to the listing; the two compounds before the break are reprinted first.
SMILES | RGS12 GoLoco inh | IMPase Li inh | SMN2 splice up | RECQ1 inh | KinaseGlo FLuc | Epigenetic reg | NPSR antag | KDM4E inh
COc1cccc(C2CC(c3ccccc3)n3ncnc3N2)c1 (stereo unspecified) | -10% | -10%[38.3 µM] | -3% | -8% | 0% | -5.9% | -1%[46.1 µM] | 5%
O=C(CCC1CCCC1)Nc1cccc(Cc2ccncc2)c1 | 17% | 6% | 7% | 20% | -6% | 0.0% | -22% | -8%
Nc1nc(Br)c2ccccc2c1-c1ccc(F)cc1 | 6% | -1%[38.3 µM] | -7% | -2% | -3% | 1.3% | u | u
CCOCCCNC(=O)C1CCCN1C(=O)NC1CCCCC1 (stereo unspecified) | 9% | 25%[38.3 µM] | 8% | -2% | -5% | -1.0% | -3%[46.1 µM] | -4%
O=C(Cn1cc(C(=O)c2cccs2)c2ccccc21)NCc1cccs1 | 4% | 8% | 26% | -2% | -2% | 0.0% | -21%[46.1 µM] | -10%
CCOC(=O)N1CCN(C(=O)C(=O)N/N=C/c2ccc(OC)cc2OC)CC1 | 2% | x | x | -4% | x | -3.6% | -5% | -2%
O=c1c([N+](=O)[O-])cccn1Cc1ccc(F)cc1Cl | 10% | 6% | -43%[inhibitor] | 7% | 0% | 0.2% | 25% | -3%
Cc1ccsc1C(=O)Nc1ccccc1N1CCOCC1 | -14% | 18%[38.3 µM] | 6% | i | -6% | -7.6% | 8%[46.1 µM] | 17%
Cc1nc2ccccc2n1CC(=O)OCC(=O)Nc1ccc2c(c1)OCCO2 | 9% | 6%[38.3 µM] | 8% | -5% | -5% | 1.6% | -2%[7.67 µM] | 0%
COc1nc(N)c(S(=O)(=O)c2ccccc2C)cc1C#N | 8% | 9%[38.3 µM] | -2% | -2% | 1% | 1.6% | -12%[46.1 µM] | u
O=S(=O)(NCCCN1CCOCC1)c1ccc(Cl)s1 | 11% | x | x | 0% | x | u | -24% | 4%
Cc1c(NC2(c3nnnn3-c3ccc(Br)cc3)CCCCC2)c(=O)n(-c2ccccc2)n1C | 15% | 12%[38.3 µM] | 2% | -10% | 0% | -2.5% | u | 3%
N#Cc1c(-c2cccnc2)cc(-c2ccccc2)nc1N | -4% | x | x | 1% | x | 0.1% | -32% | u
O=C(Nc1ccccc1)N1CCN(c2ncccn2)CC1 | 1% | -9% | 3% | i | 1% | -0.9% | -12%[46.1 µM] | 4%
NC(=O)C1=C[C@H](c2ccc(C(F)(F)F)cc2)C[C@H](OCCCCO)O1 | 3% | -1% | x | -7% | x | -1.9% | -1% | u
O=S(=O)(c1ccc(Cl)cc1)N1CCCN(c2ccc(C(F)(F)F)cn2)CC1 | -3% | x | x | -24% | x | -1.0% | 44% | -3%
CC(C)Oc1ccc(CCc2n[nH]c(=S)n2Cc2ccccc2)cc1 | 11% | 22%[38.3 µM] | 20% | -13% | 0% | -1.4% | u | -2%
Cc1cccn2c(CNCCSc3nccn3C)c(C(=O)N3CCCCC3)nc12 | 5% | x | x | i | x | 2.1% | 10% | 2%
N#CCCn1cnc2c(=S)nc[nH]c21 | -10% | -2%[38.3 µM] | 1% | -11% | -5% | -0.9% | -14%[46.1 µM] | 2%
Cc1nc2nc(Cc3ccccc3)nn2c(C)c1Cl | -14% | 24%[38.3 µM] | 0% | -6% | -2% | 0.0% | -2%[46.1 µM] | 1%
Cc1ccc(-c2ccc(/C=C(\C#N)C(=O)Nc3cc(C)nn3-c3ccccc3)o2)cc1 | 2% | -4% | 16% | i | 3% | u | -4%[46.1 µM] | 9%
COc1ccc(CC(=O)N2CCN=C2SC)cc1 | -9% | -12%[38.3 µM] | 5% | 1% | -3% | -4.2% | 1%[46.1 µM] | 1%
NS(=O)(=O)c1ccc(CNC(=O)C2(c3ccc(Cl)cc3)CC2)cc1 | 0% | 0% | -7% | -13% | 0% | -5.2% | -1% | u
O=C(C1CCCN(c2ncccn2)C1)N1CCc2ccccc21 (stereo unspecified) | 3% | 9%[38.3 µM] | -24% | -1% | -6% | -0.2% | 5%[46.1 µM] | -17%
O=C(Nc1cccc([N+](=O)[O-])c1)Nc1ccc(Cl)cn1 | 9% | 2% | 2% | i | 2% | -0.4% | 1% | 4%
NS(=O)(=O)c1cccc(NC(=O)CSc2nnc(-c3ccccc3F)n2C2CC2)c1 | 1% | x | x | -16% | x | -7.5% | 15% | 2%
Cc1ccnc(NS(=O)(=O)c2ccc3c(c2)CCO3)c1 | 4% | x | x | i | x | -1.0% | 19% | -18%
COc1ccccc1NC(=O)C1=C(C)Nc2nnnn2C1c1ccccc1OC (stereo unspecified) | 0% | 19%[38.3 µM] | x | -1% | 2% | -1.1% | -11%[46.1 µM] | -14%
CCC(SC1=N/C(=C/c2ccccc2OC)C(=O)N1c1ccccc1)C(=O)Nc1cc(C)on1 (stereo unspecified) | 8% | 6%[38.3 µM] | -20% | -9% | -1% | -1.1% | u | -6%
CCOc1cc(/C=N/Nc2nc(-c3cccc(S(=O)(=O)N4CCCC4)c3)cs2)ccc1O | -8% | 12% | -118%[inhibitor] | 0% | 0% | 0.0% | -20% | 8%
COCCN1CC(=O)N(c2cccc(C)c2C)C(c2ccc(Cl)cc2)C1=O (stereo unspecified) | 5% | -4%[38.3 µM] | 4% | -12% | -1% | -0.4% | -9%[46.1 µM] | 3%
O=C(Nc1cccc2[nH]ncc12)c1ccc(F)cc1 | 7% | u | -10% | -14% | -20% | -1.1% | -9%[46.1 µM] | 19%
Cc1ccccc1Cn1cccc1/C=C1/C(=N)N2C=CSC2=NC1=O | 51%[activator] | 17%[38.3 µM] | -9% | -21% | -3% | 13% | -19%[46.1 µM] | u
CCCN(CC1CC1)C(=S)Nc1ccc(C(C)=O)cc1 | 6% | 4% | 15% | i | 2% | -0.4% | 3% | 0%
